ELG1 genotox = inducers of genotoxicity in HEK293T ELG1-luciferase cells | HEK293T ELG1-luciferase reporter, luminescence, 16 h | AID 504466 | Potency, µM (doses to about 46 µM), without a hit: at the highest dose activity change, positive = activation, most hits filed as activators | actives 1.3% (n = 330,000); note: potency is the fitted concentration of half-maximal effect; % of control where 0% means no effect; nearly all actives have a fitted effect of over 60% in size
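Genotoxic stress is detected as increased luminescence from luciferase-tagged ELG1 in HEK293T cells, measured with ONE-Glo after a 16 hr treatment at 37 °C.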
Tb PFK inh = T. brucei PFK enzyme inhibition; O15648; T. brucei PFK, ADP-Glo luminescence; Potency, µM (highest dose often 57.5 µM), inactives show top-dose activity, negative = inhibition, hits mostly inhibitors; actives 0.17% (n = 330,000);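 note: potency is the fitted concentration of half-maximal effect; 0% = uninhibited 1x PFK enzyme wells and -100% = no-enzyme wells; nearly all actives have a fitted effect of over 60% in size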
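Activity is normalized to no-enzyme wells (full inhibition) and 1.25 nM enzyme wells (no inhibition). Reaction: 0.5 mM F6P, 0.1 mM ATP, 45 min RT, ADP-Glo luminescence; concentration-response curves fitted and classed by quality.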
ELG1 DNA repair = ELG1-dependent DNA repair inhibition; HEK293T ELG1-luciferase reporter, luminescence, 16 h; DNA damage induced by 5-fluorouridine; Potency, µM (top dose mostly 46.1 µM), without a hit: at the highest dose activity change, negative = inhibition, hits mostly inhibitors; actives 2.3% (n = 330,000); note: potency is the fitted concentration of half-maximal effect; % is set by controls: 0 for no effect and ±100 for the full control effect; nearly all actives have a fitted effect of over 55% in size
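Overnight (16 hr) co-exposure of 2,000 cells/well to 5-fluorouridine and compound at 37 °C preceded detection. Luciferase was quantified via ONE-Glo luminescence; loss of signal denotes inhibition.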
RORgamma inh = blocks mouse ROR gamma transcriptional activity | Drosophila S2 Gal4-RORgamma UAS-luciferase reporter, 20 h | actives 5.4% (n = 310,000) | Potency, µM (titrated, usually from 53.6 µM), inactives show at the highest dose activity change, negative = inhibition, most hits filed as inhibitors; note: potency is the fitted concentration of half-maximal effect; % is set by controls: 0 for no effect and ±100 for the full control effect; nearly all actives have a fitted effect of over 60% in size
Target sequence (P51450 whole entry, looked up, the tested form may be a part): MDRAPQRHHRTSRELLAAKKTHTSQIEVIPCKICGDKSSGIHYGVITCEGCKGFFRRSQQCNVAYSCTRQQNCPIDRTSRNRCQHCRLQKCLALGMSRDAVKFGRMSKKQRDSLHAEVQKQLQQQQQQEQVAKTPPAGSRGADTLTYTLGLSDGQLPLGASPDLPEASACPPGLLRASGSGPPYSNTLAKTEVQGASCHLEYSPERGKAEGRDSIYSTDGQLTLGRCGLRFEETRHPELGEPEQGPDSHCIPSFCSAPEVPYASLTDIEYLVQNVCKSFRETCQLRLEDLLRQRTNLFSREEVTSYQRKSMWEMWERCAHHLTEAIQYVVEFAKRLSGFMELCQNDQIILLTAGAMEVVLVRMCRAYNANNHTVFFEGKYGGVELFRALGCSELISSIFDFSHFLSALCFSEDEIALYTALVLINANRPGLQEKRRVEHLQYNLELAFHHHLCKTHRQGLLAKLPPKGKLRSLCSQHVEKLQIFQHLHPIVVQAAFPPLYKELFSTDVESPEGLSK
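Stably transfected Drosophila Schneider cells are the test system, with ROR gamma fused to Gal4 and luciferase under UAS control; luminescence is read after 20 hr of 700 uM copper sulfate induction at ambient temperature.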
Rab9 prom act = activates the Rab9 promoter; Huh7 Rab9 promoter-luciferase reporter, luminescence, 24 h; Potency, µM (series often up to 9.22 µM), without a hit: at the highest dose activation, negative = inhibition, most hits filed as activators; actives 2.8% (n = 320,000); AID 485297; note: potency is the fitted concentration of half-maximal effect; % of control where 0% means no effect; nearly all actives have a fitted effect of over 60% in size
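Luminescence from Amplite-detected luciferase (10 minutes, ambient) reports Rab9 promoter activation. Before that, stable Rab9-luciferase Huh7 cells (1500/well, reduced-serum OP-MEM I plus 10% FBS) were exposed to compound for 24 hours at 37C.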
BRCA1 expr act = increases BRCA1 expression | MCF7-BRCA1-FFLuc reporter, luminescence, 48 h; response scale: scaled: vehicle 0%, 10 µM genistein 100% | Potency, µM (top dose mostly 46.1 µM), for inactives: at the highest dose activation, hits mostly activators | actives 1.1% (n = 380,000); note: potency is the fitted concentration of half-maximal effect; nearly all actives have a fitted effect of over 80% in size; some results filed as inactive show a strong effect at the top dose
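48 h compound treatment of MCF7-BRCA1-FFLuc cells (phenol-red free MEM, 37 °C), then 15 min with luciferase substrate and luminescence imaging.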
FLuc counter = inhibits or activates purified firefly luciferase, miR-21 counter-screen; P08659; purified FLuc, Km substrates, luminescence inhibition; Potency, µM (highest dose often 57.5 µM), for inactives: at the highest dose activity change, negative = inhibition, usual class: inhibitors; actives 6.9% (n = 360,000); AID 588342;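 note: potency is the fitted concentration of half-maximal effect; plate controls were vehicle for no effect and reference inhibitor for full effect; nearly all actives have a fitted effect of over 55% in size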
Target sequence (P08659 whole entry, looked up): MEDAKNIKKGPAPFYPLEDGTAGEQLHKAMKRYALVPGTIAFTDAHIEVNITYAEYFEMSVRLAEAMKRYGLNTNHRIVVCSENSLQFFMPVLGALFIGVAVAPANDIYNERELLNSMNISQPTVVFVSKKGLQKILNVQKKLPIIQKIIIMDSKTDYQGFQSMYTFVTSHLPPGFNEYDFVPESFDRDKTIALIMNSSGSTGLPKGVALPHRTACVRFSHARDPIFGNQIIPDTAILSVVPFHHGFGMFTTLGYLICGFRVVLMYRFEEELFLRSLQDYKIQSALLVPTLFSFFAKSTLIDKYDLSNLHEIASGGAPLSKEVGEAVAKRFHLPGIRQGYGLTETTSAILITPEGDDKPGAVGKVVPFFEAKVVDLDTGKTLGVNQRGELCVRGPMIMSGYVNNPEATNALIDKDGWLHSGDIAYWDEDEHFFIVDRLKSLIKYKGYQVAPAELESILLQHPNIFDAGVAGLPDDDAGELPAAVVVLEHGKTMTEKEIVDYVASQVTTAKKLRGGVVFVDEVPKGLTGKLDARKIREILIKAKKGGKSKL
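Purified P. pyralis luciferase (10nM final) with 10uM D-luciferin and 10uM ATP (Km levels) in 50mM Tris acetate pH 7.5, 10mM Mg acetate, 0.01% Tween-20, 0.05% BSA; qHTS 6-point titration, ~60 µM downward; luminescence read.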
TRPV1 agonist = activates the human vanilloid receptor TRPV1; Q8NER1; TRPV1-expressing cells, Fluo-8 calcium influx, agonist mode; activation, % at 8.33 µM; actives 0.19% (n = 320,000); AID 540275; in the data active = activation above about 80%; inconclusive = between about 30% and that limit; note: 0% is about no effect
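TRPV1-expressing cells were cultured overnight at 35.5C and loaded with Fluo-8 calcium dye for 40 to 90 min at room temperature. After a 10 s baseline, compound was added and calcium influx was read kinetically for 3 min (ex 480/em 520 nm).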
p53 reactivation = mutant p53 re-activation in reporter cells; H1299 p53-A138V BP100-luciferase reporter, luminescence, 24 h; Potency, µM (doses to about 92.2 µM), inactives show at the highest dose activity change, positive = activation, usual class: activators; actives 0.063% (n = 320,000); AID 504706; note: potency is the fitted concentration of half-maximal effect; % of control where 0% means no effect; nearly all actives have a fitted effect of over 45% in size
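p53-null H1299 cells stably carrying temperature-sensitive p53-A138V and a BP100-luciferase reporter were pinned with compounds (4-point, 1:5 series) and held 24 hrs at 37 deg C. Luminescence was read 10 min after detection reagent.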
NPC1 prom act = NPC1 promoter activation | actives 2.4% (n = 320,000) | Potency, µM (titrated, usually from 9.22 µM), without a hit: at the highest dose activation, hits mostly activators | Huh7 NPC1 promoter luciferase reporter, 24 h;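 note: potency is the fitted concentration of half-maximal effect; % of control where 0% means no effect; nearly all actives have a fitted effect of over 60% in size; reporter is driven by a mutant NPC1 promoter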
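Quantitative HTS used a cell-based reporter: Huh7 cells stably bearing the NPC1 promoter upstream of luciferase were treated with compounds for 24 h, and promoter activation was read as luminescence.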
VP16 counter = Gal4-VP16 reporter inhibition counter-screen; Drosophila S2 Gal4-VP16 UAS-luciferase, luminescence, 20 h; Potency, µM (titrated, usually from 53.6 µM), for the others: at the top dose activity, negative = inhibition, most hits filed as inhibitors; actives 3.5% (n = 310,000);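 note: Gal4-VP16 expression switched on by copper sulfate through the metallothionein promoter; potency is the fitted concentration of half-maximal effect; % is set by controls: 0 for no effect and ±100 for the full control effect; nearly all actives have a fitted effect of over 50% in size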
The depositor's hits bear a star; ? = inconclusive; . = not tested or not shown; [ ] = remark or other dose. Unless noted, calls come from the whole dose curve; as a rule, active = well fitted curve in the direction sought with a large enough effect; inconclusive = small, poorly fitted or top-dose-only effect, or another doubt; inactive = no such curve, though single readings can be large; an effect the other way counts as inactive or inconclusive. Not a hit list; any-hit rate near 15%.

The line under a structure holds: ELG1 genotox | Tb PFK inh | ELG1 DNA repair | RORgamma inh | Rab9 prom act | BRCA1 expr act | FLuc counter | TRPV1 agonist | p53 reactivation | NPC1 prom act | VP16 counter
CN(CC(=O)Nc1cccc(F)c1)CC(=O)Nc1ccccc1[N+](=O)[O-]
 : ? | -5% | -21% | 3% | -10% | -21% | 2% | -6 | 4% | -5% | -14%[10 µM]
O=C(NCCCN1CCN(c2cccc(Cl)c2)CC1)c1ccc(N2CCCC2=O)cc1
 : -6% | -27% | ? | -9% | 7% | -12% | 1% | -3 | -5% | -5% | -11%
O=C(Cn1nnc(-c2ccccc2)n1)N1CCCCC1
 : ? | 0% | ? | -6% | ? | 84% | 0% | 2 | . | 27% | 2%
Cc1occc1C(=O)N/N=C/C1=C(N2CCOCC2)C(=C\c2ccc(Cl)cc2)/CC1
 : 6% | 1% | 7% | -114% | 0% | -31% | 4% | -3 | 5% | 0% | ?
C#CCOCCOCCOCCNc1nc(N2CCN(C(=O)CCCCCCCCCCNC(=O)Cn3cc(CCCCCN)nn3)CC2)nc(N2CCN(C(=O)CCCCCCCCCCNC(=O)[C@H](CO)n3cc(CCCCCN)nn3)CC2)n1
 : -2% | -29% | 1% | . | -4% | 0% | 2% | 1 | -17% | 0% | .
c1ccc2cc(OCc3nc4ccccc4[nH]3)ccc2c1
 : ? | -3% | ? | ? | 2µM* | ? | 1.9µM* | 2 | ? | 2.2µM* | ?
COC(=O)c1c(NC(=O)c2nc3ncccn3n2)sc(C(=O)N(C)C)c1C
 : -3% | -3% | 15% | -1% | 0% | . | -1% | 0 | 1% | 0% | 6%
Cc1ccc(CSCC(=O)N(CCC(C)C)c2c(N)n(Cc3ccccc3)c(=O)[nH]c2=O)cc1
 : 3% | -10% | ? | . | 2% | -25% | 9% | 0 | -3% | -7% | .
Cc1cccc(-c2nc(S(=O)(=O)c3ccc(F)cc3)c(NCCCN3CCOCC3)o2)c1
 : -7% | -5% | ? | -44% | 5% | -38% | 4% | 22 | 4% | -3% | -9%
C=CCOc1ccc(/C=C/C(=O)Nc2ccc(C(=O)NC)cc2)cc1
 : 7% | -4% | 15% | -5% | -7% | 19% | -18% | ? | 11% | 1% | -5%
O=C(Nc1ccc(C(=O)OC[C@@H]2CCCN3CCCC[C@H]23)cc1)c1cccc(Br)c1
 : -1% | -3% | 1% | -5% | -2% | -21% | -1% | 2 | 24% | 0% | -14%
COc1ccc(OC)c(S(=O)(=O)NCCCc2ccccc2)c1
 : 0% | 1% | 0% | 21% | 1% | -26% | -7% | -1 | -9% | -4% | -19%
Cc1oc2c(C)c(O)ccc2c(=O)c1-c1nncn1-c1ccccc1
 : -4% | 0% | 0% | -2% | 1% | -5% | 3% | 1 | 9% | -2% | 7%
CCc1nc(NCc2cccnc2)c2oc3ccccc3c2n1
 : -6% | -4% | ? | 8% | -6% | -15% | ? | 2 | 37% | 2% | -18%
COc1ccccc1NC(=O)C(=O)N/N=C/c1cccs1
 : ? | -29% | ? | 2µM* | ? | 65% | 9.5µM* | ? | 29% | 26% | 3.2µM*
CCOc1ccc2nc3cc(NCc4ccc(OC)cc4)ccc3c(N)c2c1
 : -9% | 1% | -18% | 34% | 2% | -99% | 4% | 0 | -3% | 1% | ?
O=C(CCCN1C(=O)CCC1=O)Nc1ccccc1F
 : 3% | 3% | 13% | 10% | -3% | -4% | 0% | -2 | -1% | 1% | 4%
O=C(NC1CCCC1)C(c1ccc(F)cc1)N(C(=O)Cc1cccs1)c1ccc2c(c1)OCCO2 (stereo not given)
 : -1% | -3% | -17% | -8% | -2% | 8% | 3% | 28 | 6% | -44%[inhibitor] | -4%
O=C1c2ccccc2C(=O)N1CC1CCCO1 (stereo not given)
 : 2% | 2% | 13% | -15% | -6% | 20% | -1% | -1 | -1% | 1% | -14%
Cn1cnc2c1c(=O)n(CC(O)CO)c(=O)n2C (stereo not given)
 : -2% | -3% | 3% | -1% | -1% | 3% | 0% | 1 | 8% | -4% | 5%

Next part; it opens with the 2 that closed the last part.
The line under a structure holds: ELG1 genotox | Tb PFK inh | ELG1 DNA repair | RORgamma inh | Rab9 prom act | BRCA1 expr act | FLuc counter | TRPV1 agonist | p53 reactivation | NPC1 prom act | VP16 counter
O=C1c2ccccc2C(=O)N1CC1CCCO1 (stereo not given)
 : 2% | 2% | 13% | -15% | -6% | 20% | -1% | -1 | -1% | 1% | -14%
Cn1cnc2c1c(=O)n(CC(O)CO)c(=O)n2C (stereo not given)
 : -2% | -3% | 3% | -1% | -1% | 3% | 0% | 1 | 8% | -4% | 5%
COc1ccc(NC(=O)C2CCN(c3nc(-c4ccc(OC)cc4)no3)CC2)cc1
 : 14% | -10% | 3% | -20% | 13% | -4% | 3% | ? | . | -1% | -14%
COc1ccccc1N(CC(=O)NCc1ccccc1C)S(=O)(=O)c1ccc(C)cc1
 : -17% | 0% | ? | ? | -2% | -70% | 1% | 21 | 3% | 1% | -13%
COc1cccc(C(=O)N2CCC(C(=O)NCc3ccc(C)cc3)CC2)c1
 : -7% | -26% | -5% | -20% | 9% | -10% | -2% | -1 | -10% | -3% | -13%
Cc1cccc(OCc2ccc(C(=O)Nc3cc(C)on3)o2)c1
 : 1% | -3% | ? | -17% | 5% | 14% | -2% | -3 | 1% | 9% | -22%
O=C(O)c1cccc2c1C(=O)c1cccc3snc-2c13
 : -1% | 14% | -8% | -2% | 5% | 2% | 1% | 0 | -1% | -2% | -12%
CNc1nc(-c2ccc(S(=O)(=O)N3CCCCC3)cc2)cs1
 : -4% | 0% | -10% | . | -1% | 2% | -3% | 15 | 5% | -1% | .
CCOc1ccc(N2C(=O)CC(Cc3cc(C)cc(C)c3)C2=O)cc1 (stereo not given)
 : -3% | -1% | -22% | ? | -3% | -2% | -1% | 7 | 7% | -2% | 4%
Cc1ccc(N2CC(C(=O)NCC3CCCO3)CC2=O)cc1Cl (stereo not given)
 : 1% | 0% | 4% | 1%[10 µM] | -2% | 0% | 0% | -2 | 1% | 2% | -1%
Cc1ccc2c(c1)COc1c3ccc(C(=O)NC(C)C)cc3nn1-2
 : ? | 2% | ? | -26% | ? | ? | 3µM* | 0 | ? | 1.6µM* | -21%
CC1CCC(N2CCN(C(=O)c3ccccc3F)CC2)CC1 (stereo not given)
 : -22% | 4% | 0% | -10% | -4% | -5% | 0% | 13 | . | -4% | -15%
COc1ccc(-n2c(SCc3ccc(C#N)cc3)nnc2-c2ccccn2)cc1
 : 2% | -2% | 4% | 4% | -2% | -11% | 0% | 16 | -6% | 1% | -6%
CC(C)CN1CCC(=O)N([C@H](CSc2ccc(Br)cc2)Cc2ccccc2)CC1
 : -14% | -4% | -15% | 35% | -6% | -5% | 1% | 25 | 12% | -2% | -5%
COc1ccc(COCC(O)CN2CCOCC2)cc1OC (stereo not given)
 : 1% | 3% | 1% | -14% | -7% | -6% | 0% | 0 | 10% | 1% | -5%
Cc1cc(C)c2c(N)c(C(=O)N3CCc4ccccc4C3)sc2n1
 : -1% | -3% | ? | -11% | -7% | 20% | ? | 17 | -3% | -2% | -2%
CCOC(=O)C1(C)NC(c2ccc(OC)c(OC)c2)C2C(=O)N(CC)C(=O)C21 (stereo not given)
 : 0% | 0% | ? | -17% | -7% | 2% | -2% | 2 | -1% | -6% | 0%
Cc1ccc(-n2nc(-c3ccco3)cc2C(=O)NCc2cccnc2)cc1
 : -1% | -1% | -24% | ? | -1% | -49% | ? | ? | 2% | -8% | 1%

Five compounds from above with just ELG1 DNA repair, Tb PFK inh and Rab9 prom act.
canonical_smiles	ELG1 DNA repair	Tb PFK inh	Rab9 prom act
Cn1cnc2c1c(=O)n(CC(O)CO)c(=O)n2C (stereo not given)	3%	-3%	-1%
COc1ccc(OC)c(S(=O)(=O)NCCCc2ccccc2)c1	0%	1%	1%
O=C(CCCN1C(=O)CCC1=O)Nc1ccccc1F	13%	3%	-3%
Cc1oc2c(C)c(O)ccc2c(=O)c1-c1nncn1-c1ccccc1	0%	0%	1%
COC(=O)c1c(NC(=O)c2nc3ncccn3n2)sc(C(=O)N(C)C)c1C	15%	-3%	0%
